Assay outcomes deposited in PubChem by Vanderbilt University.
GIRK2 act – GIRK2 channel activators by thallium flux; P48051; HEK293 GIRK2/NPY4 cells, thallium flux fluorescence; activation (% efficacy), % for hits at 37.5 µM; 34,000 tested, under 10 active; AID 1259324;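 active = primary screen hit, no activity in plain HEK293 cells, and in GIRK2-only cells above 5% efficacy rising with concentration; inactive = the rest, including fluorescent compounds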;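 note: efficacy is normalized control-subtracted fluorescence 15 s after thallium addition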
Target sequence (P48051 whole entry, looked up): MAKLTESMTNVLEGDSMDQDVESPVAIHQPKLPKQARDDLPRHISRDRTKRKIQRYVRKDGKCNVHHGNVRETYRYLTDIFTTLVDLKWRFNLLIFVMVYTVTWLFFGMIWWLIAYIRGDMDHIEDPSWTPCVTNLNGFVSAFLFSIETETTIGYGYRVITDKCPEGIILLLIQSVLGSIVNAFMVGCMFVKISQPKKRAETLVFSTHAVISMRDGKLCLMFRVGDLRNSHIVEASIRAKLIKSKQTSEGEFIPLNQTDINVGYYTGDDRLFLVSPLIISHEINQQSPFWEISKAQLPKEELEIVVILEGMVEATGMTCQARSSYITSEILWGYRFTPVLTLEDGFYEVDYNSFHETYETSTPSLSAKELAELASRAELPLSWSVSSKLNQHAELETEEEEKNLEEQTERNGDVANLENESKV
Calls only; i = inactive.

SMILES	GIRK2 act
Cc1sc(NC(=O)C2CCCN2S(C)(=O)=O)c(C#N)c1C (stereo not drawn)	i
CN(C)CCN1CCC(CN)C1 (stereo not drawn)	i
COC(=O)c1sc(NC(=O)c2ccc(Cl)s2)c(C#N)c1C	i
CCn1ccnc1N1CCN(CC(=O)Nc2cc(Cl)ccc2OC)CC1	i
O=C(Nc1ccc2c(c1)OCO2)N1CCN(Cc2nnnn2-c2ccccc2)CC1	i
COc1cccc(C(=O)Nc2ccc(Nc3cc(-n4cccn4)ncn3)cc2)c1	i
COc1ccc(-c2cnc(SCCNC(=O)C(C)(C)C)[nH]2)cc1	i
O=C(C1CN(c2nc3c(F)cccc3s2)C1)N1CCN(c2ccccc2O)CC1	i
Cn1ccnc1N1CCN(C(=O)COc2ccc3ccccc3c2)CC1	i
COC(=O)c1ccccc1NC(=O)c1ccc(N2CCCCS2(=O)=O)cc1	i
O=S(=O)(Cc1ccccc1)NCCC(O)C1CC1 (stereo not drawn)	i
O=C(NCCc1ccccc1)C(=O)NCC1(O)CCCC1	i
COCCNC(=O)C(=O)NCc1ccco1	i
CCS(=O)(=O)NC1CC(=O)N(c2cccc(F)c2)C1 (stereo not drawn)	i
CCc1ccc(N2C(=O)C3N=NN(CC(=O)Nc4ccccc4)C3C2=O)cc1 (stereo not drawn)	i
O=C(/C=C/c1ccco1)NCc1cccc(Oc2ccc(F)cc2)c1	i
CNC(=O)Cc1ccc(NC(=O)c2cccnc2SC)cc1	i
CC(=O)Cn1c(=O)c2c(nc3n2CC(C)CN3c2ccc(Br)cc2)n(C)c1=O (stereo not drawn)	i
C=CCNS(=O)(=O)CCCOc1ccc2c(c1)OCO2	i
COc1cc(C(=O)Nc2nnc(-c3ccc(SC)cc3)o2)cc(OC)c1OC	i
CCCCOC(=O)Nc1ccc(Cl)c(Cl)c1	i
COc1ccc(CNC(=O)CCN2C(=O)c3ccccc3S2(=O)=O)cc1	i
C=CCn1c(=O)c2sc(N(CC)CC)nc2n(CC(=O)Nc2c(C)cccc2C)c1=O	i
CCCNC(=O)Cn1nc2c(c1NC(=O)c1ccc(C(C)(C)C)cc1)CSC2	i
CN1CCOc2ccc(NC(=O)Nc3c(F)cccc3F)cc2C1=O	i
O=C(Cn1nc2c(c1NC(=O)Cc1cccs1)CSC2)NCC1CCCO1 (stereo not drawn)	i
COC(=O)C(=O)CC(=O)c1ccc(OC)cc1OC	i
CSc1ccccc1C(=O)Nc1nn(C)c2c1C(c1ccccc1)CC(=O)N2 (stereo not drawn)	i
COC(=O)c1ccc(CN2C(=O)CSC2=O)o1	i
CC(NC(=O)C(=O)NCC1(O)CCOCC1)c1ccccc1 (stereo not drawn)	i
CC(C)S(=O)(=O)c1ccc(C(=O)Nc2nc(-c3ccc4c(c3)OCO4)cs2)cc1	i
CSc1ccccc1NC(=O)C(=O)N1CCN(c2ccccc2)CC1	i
CCOc1cn(-c2ccc(F)cc2)nc1C(=O)N1CCOCC1	i
COc1ccc(S(=O)(=O)CCC(=O)Nc2nnc(-c3ccc4c(c3)CCCC4)o2)cc1	i
O=C(COc1ccc(Cl)cc1)NCC(c1cccc2ccccc12)N1CCOCC1 (stereo not drawn)	i
O=C(Nc1ccc(CC(=O)N2CCCC2)cc1)c1ccc(F)cc1Cl	i
Cc1nc(-c2cccs2)c(CCC(=O)N2CCN(C(=O)c3ccco3)CC2)s1	i
CCN1CCN(S(=O)(=O)CCNC(=O)c2cccs2)CC1	i
CC(=O)NS(=O)(=O)c1ccc(NC(=O)C2CN(c3nc4c(C(F)(F)F)cccc4s3)C2)cc1	i
O=C(CSc1ccc(F)cc1)NCCc1csc2nc(-c3cccc(F)c3)nn12	i
O=C(CSc1nc(-c2ccccc2)[nH]c1S(=O)(=O)c1ccccc1)NC1CCS(=O)(=O)C1 (stereo not drawn)	i
O=S(=O)(c1ccc(Cl)s1)N1CCN(c2ccc(-c3ccccc3)nn2)CC1	i
COc1ccc(NC(=O)c2ccc(S(=O)(=O)C(C)C)cc2)c([N+](=O)[O-])c1	i
Cc1nc2ccccc2n1CC1CCN(S(=O)(=O)c2ccc(Cl)s2)CC1	i
CCOC(=O)c1ccc(NC(=O)c2cc(-c3cccc(OC)c3)nn2C)cc1	i
CCOC(=O)C(=O)N1CCN(c2ccc(OC)nn2)CC1	i
O=C(Cc1nnc(-c2cccs2)o1)N1CCN(c2ccccc2)CC1	i
O=C(O)c1ccc2c(=O)n(Cc3ccc(Cl)cc3)c(=S)[nH]c2c1	i
CN(C)C(CNC(=O)NCc1cccs1)c1ccco1 (stereo not drawn)	i
COc1ccc(-c2nnc3ccc(OCCNC(=O)c4ccc5c(c4)OCO5)nn23)cc1	i
Cc1nc(C)c(C(=O)N2CCN(c3ccc4nnc(-c5ccco5)n4n3)CC2)s1	i
O=C(c1ccccc1F)N1CCN(c2ccc(Nc3ccccn3)nn2)CC1	i
Cc1nc2ccccn2c(=O)c1NC(=O)Nc1ccc(C(C)(C)C)cc1	i
Cc1cccc(Cn2cnc3c(nnn3C)c2=O)c1	i
COCCNc1oc2c(c1-c1cccc(Cl)c1)c(=O)n(C)c(=O)n2C	i
CCOc1ccc(NC(=O)CN2C(=O)NC3(CCC(C)CC3)C2=O)cc1 (stereo not drawn)	i
O=C1CC(NC(=O)c2ccc(F)c(F)c2)CN1 (stereo not drawn)	i
CCN(CC)CCN1C(=O)C(O)=C(C(=O)c2cccs2)C1c1cccc(OC)c1OC (stereo not drawn)	i
O=C(NCCCS(=O)(=O)N1CCN(c2ccccc2)CC1)c1ccc(F)cc1F	i
COC(=O)CSc1ccnc2c1c(=O)n(C)c(=O)n2C	i

Pulled by compound from above, 7 records:
SMILES	GIRK2 act
Cc1nc2ccccn2c(=O)c1NC(=O)Nc1ccc(C(C)(C)C)cc1	i
CCOC(=O)c1ccc(NC(=O)c2cc(-c3cccc(OC)c3)nn2C)cc1	i
O=C(CSc1nc(-c2ccccc2)[nH]c1S(=O)(=O)c1ccccc1)NC1CCS(=O)(=O)C1 (stereo not drawn)	i
Cc1nc2ccccc2n1CC1CCN(S(=O)(=O)c2ccc(Cl)s2)CC1	i
O=C(NCCCS(=O)(=O)N1CCN(c2ccccc2)CC1)c1ccc(F)cc1F	i
COc1ccc(NC(=O)c2ccc(S(=O)(=O)C(C)C)cc2)c([N+](=O)[O-])c1	i
COc1ccc(-c2nnc3ccc(OCCNC(=O)c4ccc5c(c4)OCO5)nn23)cc1	i

Reformatted: six of the compounds above
| Compound | GIRK2 act |
| --- | --- |
| O=C(Cc1nnc(-c2cccs2)o1)N1CCN(c2ccccc2)CC1 | i |
| O=C(O)c1ccc2c(=O)n(Cc3ccc(Cl)cc3)c(=S)[nH]c2c1 | i |
| CN(C)C(CNC(=O)NCc1cccs1)c1ccco1 (stereo not drawn) | i |
| COc1ccc(-c2nnc3ccc(OCCNC(=O)c4ccc5c(c4)OCO5)nn23)cc1 | i |
| Cc1nc(C)c(C(=O)N2CCN(c3ccc4nnc(-c5ccco5)n4n3)CC2)s1 | i |
| O=C(c1ccccc1F)N1CCN(c2ccc(Nc3ccccn3)nn2)CC1 | i |

More results follow.
SMILES	GIRK2 act
COc1cccc(NC(=O)NCC2(c3cccs3)CC2)c1	i
Cc1ccc(CNC(=O)c2cc3c(=O)n4cccc(C)c4nc3n(CCO)c2=N)cc1	i
COc1ccccc1NC(=O)CCc1csc(NC(=O)c2ccccc2)n1	i
COCCNC(=O)C(=O)Nc1c2c(nn1-c1ccc(C)cc1C)CSC2	i
COc1cc2nc(NC(=O)c3cc(C)no3)sc2cc1OC	i
CCN1CCN(S(=O)(=O)CCNC(=O)Cc2ccc(OC)cc2)CC1	i
COc1nn(C)cc1C(=O)NCCC(O)c1cccs1 (stereo not drawn)	i
CN(Cc1nc2ccccc2n1Cc1ccccc1F)C(=O)c1ccco1	i
COc1ccc(NC(=O)Cn2cc(OC)c(=O)cc2CSc2nnnn2C)cc1OC	i
O=C1CC(NS(=O)(=O)c2ccc(Cl)cc2)CN1 (stereo not drawn)	i
O=C(CSc1ccc(NC(=O)c2ccco2)nn1)NCc1ccc(F)cc1	i
CN1CCN(CC(O)COc2ccc(C(C)(C)CC(C)(C)C)cc2)CC1 (stereo not drawn)	i
COC(=O)C1CCN(C(=O)c2c(C(F)(F)F)nn(C3CCCC3)c2C)CC1	i
COc1ccc(C2(CNC(=O)C(=O)Nc3ccc(OC(F)(F)F)cc3)CCCC2)cc1	i
CCOC(=O)CNC(=O)C1CN(C(=O)COc2ccccc2F)C1	i
Cc1ccc(C2CC(c3cccs3)=NN2C(=O)CSc2nnc(-c3ccncc3)o2)cc1 (stereo not drawn)	i
O=C(Cn1cnc(-c2cccs2)cc1=O)Nc1cccnc1	i
CCOC(=O)c1ccccc1NC(=O)c1ccc(=O)n(Cc2cccc(F)c2)n1	i
COC1CCN(C(=O)c2ccc(Cn3ccnc3)cc2)CC1	i
CC(C)S(=O)(=O)c1ccc(C(=O)Nc2ccc(-c3nc4ccccc4s3)cc2)cc1	i

Reformatted in CSV form: entries from further up.
structure,GIRK2 act
COc1ccc(-c2cnc(SCCNC(=O)C(C)(C)C)[nH]2)cc1,i
O=C(C1CN(c2nc3c(F)cccc3s2)C1)N1CCN(c2ccccc2O)CC1,i
Cn1ccnc1N1CCN(C(=O)COc2ccc3ccccc3c2)CC1,i

Additional entries:
SMILES	GIRK2 act
CS(=O)(=O)N1CCC(C(=O)Nc2ccccc2-c2nc3ccccc3s2)CC1	i
CN(C)S(=O)(=O)c1ccc(C(=O)Nc2ccccn2)o1	i
CCCCOc1ccc(C(=O)Nc2nnc(Cc3cccs3)o2)cc1	i
CC(C)N(Cc1ccccc1)S(=O)(=O)c1cc2c3c(c1)CCN3C(=O)CC2	i
COc1ccc(S(=O)(=O)NCC(c2ccsc2)N2CCCCCC2)cc1Cl (stereo not drawn)	i
CCCNC(=O)Cn1c(=S)[nH]c2cc(C(=O)OC)ccc2c1=O	i
O=C(Cc1ccc(F)cc1)NNC(=O)c1ccc(=O)n(Cc2ccccc2)c1	i
Cc1ccc(-n2nnc(C(=O)Nc3ccc(-n4nncc4C)cc3)c2C)cc1	i
O=C(NCc1cccs1)C(=O)Nc1cccc(N2CCCCC2=O)c1	i
O=C(Cc1csc(SCC(=O)c2cccs2)n1)NCc1ccco1	i
CC(Sc1ccnc2c1c(=O)n(C)c(=O)n2C)C(=O)O (stereo not drawn)	i
CCCCOc1ccc(C(=O)N2CCN(c3cc(OC)nc(OC)n3)CC2)cc1	i
O=c1n(Cc2cccc(Cl)c2)nc2ccc(S(=O)(=O)N3CCCCC3)cn12	i
Cc1cc(-c2nnc(SCC(=O)Nc3ccc(C(F)(F)F)cc3)o2)c(C)o1	i
CS(=O)(=O)N1CCC(C(=O)Nc2nc(-c3ccc(Cl)s3)cs2)CC1	i
CCCc1nnsc1C(=O)NCC1CCN(C(=O)Nc2ccc(F)cc2)CC1	i
O=C(Cc1ccc(NC(=O)C2CC2)cc1)NC1CC1	i
O=S(=O)(NCc1cnn2ccccc12)c1ccc2c(c1)OCCO2	i
Cc1noc(C)c1CCC(=O)NC1CCCCC1N1C(=O)CSC1=O (stereo not drawn)	i
O=C1c2ccccc2C(=O)N1CCS(=O)(=O)N1CCN(Cc2ccccc2)CC1	i
COc1ccc(C(=O)Nc2nnc(-c3ccc(OC)c(OC)c3)o2)cc1OC	i
CC(NCC(O)COC1CC2CCC1(C)C2(C)C)c1ccccc1 (stereo not drawn)	i
CSc1ncccc1C(=O)N1CCC(CNC(=O)C2CC(=O)N(c3ccc(C)c(C)c3)C2)CC1 (stereo not drawn)	i
COc1ccc(C(=O)Nc2cc(C)nn2-c2nc(-c3ccc4c(c3)OCO4)cs2)c(OC)c1	i
CC1CN(CC(O)COCc2ccccc2)CC(C)O1 (stereo not drawn)	i
Cn1nc2c(c1NC(=O)C1CCCN1S(=O)(=O)c1ccc(F)cc1)CCC2 (stereo not drawn)	i
O=C(NCCc1cccs1)C1CN(c2nc3c(C(F)(F)F)cccc3s2)C1	i
COc1cccc(N2CC(c3nc4ccccc4n3CC(O)COc3ccccc3)CC2=O)c1 (stereo not drawn)	i
O=C(NC1CCCCC1N1C(=O)CSC1=O)c1ccc(Cn2ccnc2)cc1 (stereo not drawn)	i
Cc1ccc(-c2ccc(=O)n(CCCNC(=O)COc3cccc(Cl)c3)n2)cc1	i
OC(COc1ccccc1)Cn1c(COc2ccccc2)nc2ccccc21 (stereo not drawn)	i
COC(=O)c1ccc2c(=O)n(CC(=O)NC3CCCCCC3)c(=S)[nH]c2c1	i
COc1ccc2nc(-c3ccc(NS(=O)(=O)c4cc(C)ccc4OC)cc3)cn2n1	i
O=C(CCn1c(=O)oc2ccccc21)NCCCN1CCCC1=O	i
NC(=O)CN1CCC(COCc2ccccc2)CC1	i
O=C(Nc1ccc2c(c1)OCO2)NC1CCCC(O)C1 (stereo not drawn)	i
C#CCn1c(=NC(=O)c2cc(C)nn2CC)sc2c(OC)ccc(OC)c21	i
COCCn1c(SCc2nc3ccccc3[nH]2)nc2cc(C(=O)OC)ccc2c1=O	i
COC(=O)NC(C)c1nc2ccccc2n1C (stereo not drawn)	i
COCCNC(=O)C(=O)NCC1CCN(C2CCCC2)CC1	i
Cc1cc(N(C)C)nc(NCCNS(=O)(=O)c2ccc(OC(F)(F)F)cc2)n1	i
CCOc1ccc2nc(N3CCN(C(=O)CCCS(=O)(=O)c4ccc(C)cc4)CC3)sc2c1	i
Cn1cccc1C(O)CNC(=O)c1ccc2nsnc2c1 (stereo not drawn)	i
CC(=O)N1CCN(C(=O)c2ccc(=O)n(Cc3ccc(F)cc3)n2)CC1	i
COc1cccc(C(CNC(=O)c2c(F)cccc2Cl)N2CCOCC2)c1 (stereo not drawn)	i
O=C(Nc1c2c(nn1-c1nc3ccccc3s1)CCC2)c1ccccc1Cl	i
Cc1cccn2c(=O)c3cc(C(=O)NCC(=O)c4ccccc4)n(C)c3nc12	i
Cc1ccc([N+](=O)[O-])cc1NC(=O)c1ccc(=O)n(Cc2cccc([N+](=O)[O-])c2)c1	i
CSc1ccc2nc(N3CCN(C(=O)c4cc(C)no4)CC3)sc2c1	i
Cc1cc(NS(=O)(=O)c2cccs2)ccc1N1CCCC1=O	i
COc1ccccc1Nc1nn2c(=O)c3ccc(C(=O)NCc4ccc(Cl)cc4)cc3nc2s1	i
Cc1cc([N+](=O)[O-])ccc1NC(=O)c1ccc(=O)n(Cc2ccccc2)c1	i
O=C1Cc2cc(NS(=O)(=O)Cc3ccccc3)cc3c2N1CCC3	i

Not all compounds are listed, so the mix of outcomes need not match the whole.
